All columns: NCI-60 one-dose screen, growth in % after 48 h at 10 µM unless noted; 100 = growth as untreated, 0 = no growth, -100 = all killed.
UACC-62: UACC-62 melanoma; actives 5.4% (n = 81,000); AID 1794756
MALME-3M: MALME-3M melanoma; actives 5.8% (n = 78,000); AID 1794766
T-47D: T-47D breast cancer; actives 5% (n = 79,000)
UACC-257: UACC-257 melanoma. actives 4.4% (n = 78,000)
LOX IMVI: LOX IMVI melanoma. AID 1794757. actives 7.4% (n = 79,000)
HS 578T: HS 578T breast cancer; actives 4.1% (n = 78,000)
BT-549: BT-549 breast cancer | actives 4.4% (n = 78,000)
MCF7: MCF7 breast cancer. actives 6.3% (n = 82,000). AID 1794796
Active calls of the source: *; · = not tested or not shown; [ ] = another dose, or the depositor's remark. Rule for the calls: active = growth percent below 10; inactive = the rest.

The line under a structure holds: UACC-62 | MALME-3M | T-47D | UACC-257 | LOX IMVI | HS 578T | BT-549 | MCF7
- O=C(NCCN1CCOCC1)c1cncnc1Nc1ccc2c(ccn2Cc2cccc(F)c2)c1
  98 | 94 | 95 | 103 | 105 | 93 | 99 | 101
- COc1ccc2c(c1)oc1c3[nH]c4ccccc4c3c3c(c21)C(=O)NC3=O
  72 | 83 | 34 | 104 | 110 | 89 | 78 | 31
- C(=N\Nc1ncc(-c2cc3cc4c(cc3o2)OCO4)s1)/c1c2ccccc2cc2ccccc12
  73 | 44 | 18 | 92 | 89 | 94 | 103 | 15
- O=c1cc(N/N=C/c2ccc(Cl)cc2)c2ccccc2[nH]1
  93 | 101 | 93 | 85 | 97 | 113 | 102 | 97
- COc1ccc(/C=C/c2nn3c(-c4cccc(Br)c4)nnc3s2)cc1
  90 | 104 | 97 | 106 | 98 | 102 | 103 | 90
- O=C1c2ccccc2C(=O)N1N1C(=O)c2ccccc2C1=O
  109 | 99 | · | 105 | 101 | 105 | 106 | 110
- COc1cc2c(cc1OCCCN1CCN(CCCOc3cc4c(cc3OC)C(=O)N3C[C@H](F)C[C@H]3C=N4)CC1)N=C[C@@H]1C[C@@H](F)CN1C2=O
  -60* | -76* | 13 | 21 | 5.1* | · | -68* | 6.7*
- CC(C(=O)OC1CC(C)(C)N([O])C(C)(C)C1)c1cccc(C(=O)c2ccccc2)c1 (stereo unspecified)
  88 | 108 | 80 | 107 | 88 | 82 | 103 | 92
- C#CCOc1ccc(CNC(=O)/C=C/C=C/c2ccc3c(c2)OCO3)cc1OC
  89 | 99 | 83 | 99 | 102 | 104 | 104 | 91
- CCCCCCCCSc1ncnc2c1ncn2CO
  93 | 118 | 62 | 82 | 80 | 96 | 85 | 76
- CCCCC(=O)c1ccco1
  95 | 103 | 79 | 105 | 100 | 95 | 102 | 91
- CN1C(=O)/C(=C/c2ccc(C(=O)Nc3ncc(Cc4cc(Cl)ccc4Cl)s3)cc2)SC1=S
  34 | 69 | 60 | 92 | 42 | 81 | 85 | 67
- COc1ccc(-c2nc(C#N)c(NC3CCS(=O)(=O)C3)o2)cc1 (stereo unspecified)
  99 | 93 | 93 | 101 | 100 | 103 | 103 | 98
- Cc1[nH]c(C)c2ccc(=O)ccc12
  72[100 µM] | 77[100 µM] | 97[100 µM] | 92[100 µM] | · | 95[100 µM] | 83[100 µM] | 60[100 µM]
- CSc1nc(N)c2c(n1)N(C)C=NS2(=O)=O
  97 | 110 | 97 | 114 | 98 | 118 | 100 | 102
- O=CNc1ccccc1-c1ccccc1
  98 | 99 | 87 | 102 | 96 | 103 | 97 | 90
- CN1C(=O)C(C(=O)/C=C/c2ccc(F)cc2)C(=O)N(C)C1=O
  99 | 101 | 97 | 73 | 98 | · | 79 | 92
- CC1=C(C)C(=O)C(C(CCCCCC(=O)O)c2ccccc2)=C(C)C1=O (stereo unspecified)
  101 | 102 | 100 | 101 | 92 | 108 | 105 | 95
- O=C(Nc1ccc(Nc2ccccc2)cc1)Nc1ccccc1Cl
  71 | 107 | 90 | 83 | 91 | 107 | · | 96
- Oc1ccc(-c2nc3cc4nc5ccccc5[nH]c4cc3n2)cc1
  94 | 112 | 86 | 109 | 87 | 98 | 90 | 71
- CC(C)CCNC(=O)Cn1cccc(NC(=O)OCc2ccccc2)c1=O
  111 | 104 | 104 | 104 | 90 | 103 | 110 | 95
- Cc1cc(C)nc(/N=C/c2ccccc2O)c1
  112 | 110 | 97 | 91 | 95 | 109 | 95 | 104
- CC(C)C[C@@H]1NC(=O)[C@H](Cc2c[nH]c3ccccc23)NC(=O)[C@H](CO)NC(=O)[C@H](CCCNC(=N)N)NC(=O)[C@H](CC(C)C)NC(=O)[C@H](CCCNC(=N)N)NC(=O)[C@H](Cc2ccc(O)cc2)NC(=O)[C@H](Cc2ccc(O)cc2)NC(=O)[C@H](CO)NC(=O)[C@@H]2CCCN2C(=O)CNC(=O)[C@H](CC(N)=O)NC(=O)[C@@H](Cc2ccc(O)cc2)NC(=O)CSC[C@@H](C(N)=O)NC(=O)[C@H](CO)NC(=O)[C@H](CO)NC1=O
  104 | 99 | 113 | 97 | 96 | 108 | 95 | 101
- O=C(N/C(=C1/OCCN1Cc1ccccc1)[P+](c1ccccc1)(c1ccccc1)c1ccccc1)c1ccccc1
  -36* | -61* | 11 | -4.8* | 6.1* | -2.6* | -16* | 1.6*
- COc1nc2c(c(=O)n1C)N=C1c3ccccc3C(=O)C1C(c1ccccc1)N2 (stereo unspecified)
  79 | 83 | 85 | 97 | 83 | 105 | 81 | 88
- O=C(O)c1cccc(Cl)n1
  95 | 96 | 99 | 100 | 100 | 107 | 114 | 94
- COc1ccc(C(=O)C/C(=C\c2ccc(Cl)cc2)C(=O)NCc2ccccc2)cc1
  67 | 80 | 65 | 71 | 78 | 86 | 110 | 86
- CCSc1ccc(N2C(N)=NC(N)=NC2(C)C)cc1
  73 | 75 | 85 | 43 | 31 | 89 | 46 | 59
- Cc1cc(CC(=O)NCCO)n(CCO)c(=O)c1
  105 | 115 | 84 | 93 | 99 | 101 | 111 | 102
- O=C(c1ccc(Cc2n[nH]c(=O)c3cccnc23)cc1)N1CCN(c2ccc(Cl)cc2)CC1
  73 | 104 | 73 | 89 | 99 | 98 | 87 | 87
- Fc1ccc(-c2nn(-c3ccccc3)cc2-c2nc3ccccc3[nH]2)cc1
  81 | 104 | 94 | 95 | 91 | 106 | 86 | 90
- c1cnc(NCc2nnc(-c3cccs3)o2)nc1
  99 | · | 101 | 102 | 102 | 110 | 95 | 92
- COc1cc(-c2nc(N)n(CC(=O)Nc3ccc(/C(C)=N\O)cc3)n2)cc(OC)c1OC
  84 | 97 | 91 | 64 | 100 | 82 | 108 | 89
- CCCCCC1c2ccc(O)cc2Oc2nc(N)c(C#N)c(N)c21 (stereo unspecified)
  48 | 112 | 58 | 108 | 81 | 91 | 86 | 73
- CCN(CC)CCOC(=O)c1ccc(NC(=O)c2ccccc2)cc1
  115 | 103 | 97 | 91 | 94 | 98 | 90 | 91
- O=c1cc(-c2sc(N3CCCC3)nc2-c2ccccc2)c2cc(Cl)ccc2o1
  61 | 105 | 70 | 98 | 59 | 99 | 91 | 67
- Oc1cccc(NC(=S)Nc2ccccc2)c1
  95 | 96 | 99 | 85 | 94 | 96 | · | 90
- COc1ccc(NC(=O)CSc2nnc(-c3ccc4nc(-c5ccc(Cl)cc5)[nH]c4c3)o2)cc1
  7.6* | -82* | 97 | 71 | 17 | 35 | 30 | 17
- CCC(C)C(O)Cc1cc(O)cc(=O)o1 (stereo unspecified)
  98 | 164 | 108 | 87 | 104 | 107 | 119 | 93
- NS(=O)(=O)c1ccc(CN=C2NC(=O)/C(=C/c3ccc(Br)cc3)S2)cc1
  65 | 71 | 64 | 76 | 84 | 82 | 84 | 85
- CSC1NC(C)=C(C(C)=O)C(c2ccccc2)N1 (stereo unspecified)
  84 | 106 | 110 | 97 | 88 | 101 | 98 | 96
- O=c1c(CN(CCO)CCO)c(-c2ccccc2)sc2ccccc12
  107 | 119 | 99 | 104 | 90 | · | 104 | 95
- Brc1ccccc1C[n+]1cccc2ccccc21
  90 | 98 | 98 | 81 | 93 | 96 | 99 | 92
- O=C(N/N=C/CCc1ccccc1)c1ccc(-n2cc(-c3ccccc3)nn2)cc1
  61 | 89 | 95 | 100 | 67 | 81 | 82 | 95
- O=S(=O)(NCCCNc1cc(-c2c(-c3cccc(O)c3)nc3sccn23)ccn1)c1cccc(F)c1
  75 | 81 | 40 | 106 | 73 | 49 | 63 | 86

More entries follow:
Short forms: A = UACC-62; B = MALME-3M; C = T-47D; D = UACC-257; E = LOX IMVI; F = HS 578T; G = BT-549; H = MCF7
CC(=O)OC(C)COc1ccc(-c2ccccc2)cc1 (stereo unspecified)
  A: ·	B: 118	C: 89	D: 74	E: 110	F: 103	G: 99	H: 103
Cc1oc(-c2ccccc2)nc1CN[C@@H]1C[C@@H]2C[C@H]([C@H]1C)C2(C)C
  A: -33*	B: -62*	C: 0.4*	D: 8.4*	E: -96*	F: 69	G: 39	H: -4.8*
O=C(Cc1ccccc1)Nc1cn(-c2ccccc2)[nH]c1=O
  A: 100	B: 105	C: 107	D: 104	E: 109	F: 123	G: 117	H: 99
C=C1CCC2C(C)(CO)C(O)CCC2(C)C1C/C=C1/C(=O)OCC1OCc1ccccc1 (stereo unspecified)
  A: 85	B: 107	C: 69	D: 100	E: 60	F: 104	G: ·	H: 57
COc1ccc2[nH]c(-c3ccccc3)c(/C=C(\C#N)S(=O)(=O)c3ccccc3)c2c1
  A: 42	B: 48	C: 38	D: 79	E: 61	F: 67	G: 64	H: 26
Nc1n[nH]c2cc(F)c([C@@H]3Nc4c(F)cc5[nH]ncc5c4[C@H]4C5CCC(C5)[C@@H]34)cc12 (stereo partly specified)
  A: 35	B: 46	C: 84	D: 72	E: 20	F: 27	G: -0.8*	H: 22
CC(C)(C)C(=O)/C=C/c1ccc([N+](=O)[O-])cc1
  A: 74	B: 103	C: 66	D: 50	E: 37	F: 90	G: 78	H: 8.7*
NC1=NC(=O)/C(=C/c2ccnc3ccccc23)S1
  A: 84	B: ·	C: 80	D: 88	E: 46	F: 97	G: 86	H: 103
COc1ccc(/C=C(\c2cc(OC)c(OC)c(OC)c2)c2nnc(-c3ccc(OC)c(OC)c3)o2)cc1
  A: 86	B: ·	C: 71	D: 117	E: ·	F: 80	G: ·	H: 88
Cc1cc(C)c2[nH]c(=O)c(C(c3nnnn3Cc3ccc4c(c3)OCO4)N3CCN(C)CC3)cc2c1 (stereo unspecified)
  A: 104	B: 110	C: 112	D: 110	E: 100	F: 108	G: 106	H: 101
COc1ccc2c3c([nH]c2c1)[C@H]1C[C@H]2[C@H](C[C@@H](O)[C@H](OC)[C@H]2CO)CN1CC3
  A: 101	B: 100	C: 144	D: 91	E: 100	F: 96	G: ·	H: 97
O=C(O)CCCCC(=O)Oc1ccccc1Cl
  A: 99	B: 108	C: 99	D: 96	E: 101	F: 102	G: 101	H: 102
COC(=O)c1c[nH]c2cc(OC(C)C)c(OC(C)C)cc2c1=O
  A: 106	B: 125	C: 103	D: 88	E: 96	F: ·	G: 112	H: 85
COc1ccc2[nH]cc(-c3csc4nc(-c5ccccc5)cn34)c2c1
  A: 32	B: 54	C: 31	D: 60	E: -2.7*	F: -3.7*	G: 46	H: 12

Screening results deposited in PubChem BioAssay by NCI.

An unsorted share of the library; about 11% have a hit in one of these screens.
